proKLK7 act: activates the human kallikrein-7 zymogen; purified proKLK7, EDANS-DABCYL substrate fluorescence; 100% is mature enzyme control, 0% vehicle; activation, % at 7 µM; actives 0.9% (n = 370,000); P49862;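 active = activation above the mean of all tested compounds plus 3 SD, computed per campaign excluding outliers beyond control limits, cut at about 13% in these data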
TCR CD3 inh: blocks the human TCR-CD3 interaction; TAMRA-labeled TCR probe fluorescence, biochemical; inhibition, % at 9.4 µM; actives 0.37% (n = 360,000); in the data active = inhibition above about 19%;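 note: recombinant mutant TCR 2C K166C tagged with TAMRA read by polarization; 0% = receptor in buffer alone and 100% = receptor with positive control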
MBD2 inh: MBD2-methylated oligo binding inhibition; inhibition, % at 4.4 µM; actives 0.31% (n = 370,000); AID 686964; Q9UBB5; TR-FRET, MBD2 binding to methylated oligonucleotide; in the data active = inhibition above about 13%
Target sequence (Q9UBB5 whole entry, looked up): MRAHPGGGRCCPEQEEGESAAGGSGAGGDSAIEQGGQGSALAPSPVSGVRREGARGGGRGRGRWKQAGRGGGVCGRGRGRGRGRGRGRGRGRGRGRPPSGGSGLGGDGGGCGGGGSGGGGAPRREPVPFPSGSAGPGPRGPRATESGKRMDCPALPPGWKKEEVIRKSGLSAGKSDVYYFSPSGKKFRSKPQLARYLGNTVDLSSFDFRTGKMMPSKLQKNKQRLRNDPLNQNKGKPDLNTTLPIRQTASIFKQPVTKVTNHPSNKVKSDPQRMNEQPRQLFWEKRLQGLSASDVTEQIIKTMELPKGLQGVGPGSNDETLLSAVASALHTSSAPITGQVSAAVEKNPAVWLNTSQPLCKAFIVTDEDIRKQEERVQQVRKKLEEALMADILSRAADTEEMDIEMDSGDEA
TDP2 absorb: blocks human TDP2 phosphodiesterase activity; actives 0.34% (n = 370,000); recombinant TDP2, T5PNP hydrolysis, p-nitrophenol absorbance 415 nm; inhibition, % at 12.8 µM; O95551;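 active = inhibition above the mean of all tested compounds plus 3 SD, set per campaign, cut at about 25% in these data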;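 note: 0% = DMSO with enzyme and 100% = buffer with substrate but no TDP2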
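Test system: Human TDP2 enzyme | Reagent: 5 mM T5PNP | Compound dosing: 12.8 µM single point, 1% DMSO | Incubation: Enzyme reaction with compound for 2 h at 37 °C | Technique: p-Nitrophenol epi absorbance | Read-out: % inhibition relative to enzyme-containing and enzyme-free wells | Benchmarks: High control without enzyme, low control DMSO plus TDP2 | Replicates: Singlicate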
SIAE primary: human SIAE inhibition, primary screen. Q9HAT2. SIAE FP-Rh probe binding, fluorescence polarization. inhibition, % at 9.66 µM. actives 0.69% (n = 370,000). AID 1053197;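 active = inhibition above a cutoff: mean of compounds within the control limits plus 3 SD of those, cut at about 17% in these data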;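 note: 0% = plate median of compound wells and 100% = probe without SIAE protein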
UHRF1 MBD2 ctr: UHRF1 methyl-DNA binding inhibition; AID 687016; inhibition, % at 4.4 µM; Q96T88; UHRF1 binding to methylated oligo, TR-FRET; actives 0.75% (n = 370,000); in the data active = inhibition above about 21%;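 note: UHRF1 SRA domain binding a hemimethylated CpG hairpin DNA probe; 0% = median of test compound wells and 100% = reference inhibitor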
DDE Tn7 FP inh: inhibitors of Tn7 peptide binding to human fibrin DD(E). P02675. FP displacement of FITC-Tn7 peptide from fibrin DD(E); 0% = median of compound wells per plate. inhibition, % at 8.3 µM. actives 0.13% (n = 370,000). AID 720508;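 active = inhibition above the mean of compounds falling within the control limits plus 3 SD of them, cut at about 14% in these data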;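 note: 0% = plate median of compound wells and 100% = 10 µM Aha-Tn7 peptide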
Target sequence (P02675 whole entry, looked up): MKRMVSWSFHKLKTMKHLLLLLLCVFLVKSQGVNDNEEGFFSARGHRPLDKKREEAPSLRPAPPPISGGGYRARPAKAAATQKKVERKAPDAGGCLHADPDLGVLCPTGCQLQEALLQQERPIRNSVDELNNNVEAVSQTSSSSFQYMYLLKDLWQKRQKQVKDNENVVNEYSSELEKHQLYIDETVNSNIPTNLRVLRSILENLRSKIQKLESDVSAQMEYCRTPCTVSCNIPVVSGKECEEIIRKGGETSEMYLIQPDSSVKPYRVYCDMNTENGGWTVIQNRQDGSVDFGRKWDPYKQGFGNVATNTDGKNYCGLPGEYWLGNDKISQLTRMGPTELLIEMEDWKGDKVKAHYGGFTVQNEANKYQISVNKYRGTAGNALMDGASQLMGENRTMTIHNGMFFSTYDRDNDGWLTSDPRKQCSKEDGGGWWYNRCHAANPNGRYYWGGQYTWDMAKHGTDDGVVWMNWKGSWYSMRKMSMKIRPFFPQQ
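System: human fibrin DD(E); quantity: Fibrin-DD(E) at 2 µM final; also added: fluorescent Tn7 probe at 0.1 µM; compound dosing: single nominal test concentration of 8.3 µM per compound; schedule: 10 min preincubation, 3 h with tracer, room temperature; detection: fluorescence polarization of the labelled Tn7 tracer; repeats: one replicate per compound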
LEDGF integ inh: blocks HIV-1 LEDGF/p75-dependent DNA integration; TR-FRET IN-LEDGF/p75 DNA integration, Eu/Cy5; inhibition, % at 3.7 µM; actives 0.64% (n = 370,000);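 active = inhibition above the screen-wide mean plus 3 SD, cut at about 13% in these data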;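 note: signal is the Cy5 over europium emission ratio at 671 and 618 nm; 0% = plate median of compound wells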
PRMT1 inh: inhibitors of human PRMT1 | Q99873 | recombinant PRMT1, activity-based probe fluorescence polarization | inhibition, % at 2.79 µM | actives 1.3% (n = 370,000) | AID 652257;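 active = inhibition above about 21% made by adding two undisclosed values, limit read from the data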
DDE Tn6 FP inh: inhibitors of Tn6 peptide binding to human fibrin DD(E); AID 720509; Fibrin DD(E) TRITC-Tn6 fluorescence polarization displacement; P02675; actives 0.21% (n = 370,000); inhibition, % at 8.3 µM;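 active = inhibition above a per-campaign cutoff: mean of compounds within control limits plus 3 SD, cut at about 15% in these data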;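 note: 0% = median of all compound wells on the plate and 100% = blocking peptide control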
* marks the source's active call; other numbers are inactive results. Compounds as they come, and some 4.6% of all compounds hit somewhere here.

Results for C#CCNC(=O)C1=C[C@@H](c2ccc3c(c2)OCO3)C[C@@H](OCc2ccc(CO)cc2)O1 ?
proKLK7 act: 0.2; TCR CD3 inh: 1; MBD2 inh: 2; TDP2 absorb: 11; SIAE primary: 0; UHRF1 MBD2 ctr: 0; DDE Tn7 FP inh: -4; LEDGF integ inh: 2; PRMT1 inh: -1; DDE Tn6 FP inh: 1

What do the screens show for `O=S(=O)(c1cccc(-c2n[nH]c(=S)o2)c1)N1CCOCC1`?
proKLK7 act: 1.4; TCR CD3 inh: 3; MBD2 inh: -5; TDP2 absorb: 3; SIAE primary: -1; UHRF1 MBD2 ctr: -2; DDE Tn7 FP inh: -4; LEDGF integ inh: 5; PRMT1 inh: -3; DDE Tn6 FP inh: -8

How did CN(C(=O)COC(=O)/C=C/c1ccccc1)C1CCS(=O)(=O)C1 (centres undefined) do in these assays?
proKLK7 act: -0.6; TCR CD3 inh: -3; MBD2 inh: 3; TDP2 absorb: 1; SIAE primary: -2; UHRF1 MBD2 ctr: 2; DDE Tn7 FP inh: 3; LEDGF integ inh: -1; PRMT1 inh: 1; DDE Tn6 FP inh: -7

What do the screens show for `O=C(CSc1nc2ccccc2o1)Nc1nc2ccc(Br)cc2s1`?
proKLK7 act: 0.9; TCR CD3 inh: -7; MBD2 inh: -1; TDP2 absorb: -1; SIAE primary: -13; UHRF1 MBD2 ctr: -1; DDE Tn7 FP inh: 4; LEDGF integ inh: 3; PRMT1 inh: 0; DDE Tn6 FP inh: 3

What do the screens show for `C/C(=N\NS(=O)(=O)c1ccc(Cl)cc1)c1ccc(O)cc1`?
proKLK7 act: 0.9; TCR CD3 inh: -5; MBD2 inh: -1; TDP2 absorb: -3; SIAE primary: -2; UHRF1 MBD2 ctr: -1; DDE Tn7 FP inh: 4; LEDGF integ inh: 0; PRMT1 inh: 2; DDE Tn6 FP inh: 0

How did Cc1cccc(OCCc2nnc(N)s2)c1C do in these assays?
proKLK7 act: 0.1; TCR CD3 inh: 2; MBD2 inh: 1; TDP2 absorb: 1; SIAE primary: -1; UHRF1 MBD2 ctr: 1; DDE Tn7 FP inh: -9; LEDGF integ inh: -1; PRMT1 inh: -3; DDE Tn6 FP inh: -2

What do the screens show for `CN(C)c1cccc(F)c1C(=O)NC(=O)Nc1ccc(Cl)cc1`?
proKLK7 act: 0.7; TCR CD3 inh: 2; MBD2 inh: 2; TDP2 absorb: -6; SIAE primary: -2; UHRF1 MBD2 ctr: 0; DDE Tn7 FP inh: 2; LEDGF integ inh: 0; PRMT1 inh: 1; DDE Tn6 FP inh: 2

What do the screens show for `CCCCCOC(=O)Cc1c(C)nc(-c2ccccc2)[nH]c1=O`?
proKLK7 act: 0.0; TCR CD3 inh: 5; MBD2 inh: 4; TDP2 absorb: -6; SIAE primary: 1; UHRF1 MBD2 ctr: -2; DDE Tn7 FP inh: -13; LEDGF integ inh: -1; PRMT1 inh: 1; DDE Tn6 FP inh: 1

Results for Cn1c(SCC(O)c2ccccc2)nnc1-c1ccc2ccccc2c1 (centres undefined) ?
proKLK7 act: 0.9; TCR CD3 inh: -4; MBD2 inh: -2; TDP2 absorb: -6; SIAE primary: 0; UHRF1 MBD2 ctr: 7; DDE Tn7 FP inh: 6; LEDGF integ inh: -3; PRMT1 inh: 1; DDE Tn6 FP inh: -5

What do the screens show for `CS(=O)(=O)N1CCC(C(=O)Nc2cccc(Cl)c2Cl)CC1`?
proKLK7 act: 0.3; TCR CD3 inh: 1; MBD2 inh: 4; TDP2 absorb: 4; SIAE primary: 1; UHRF1 MBD2 ctr: 3; DDE Tn7 FP inh: -2; LEDGF integ inh: 0; PRMT1 inh: 2; DDE Tn6 FP inh: 2

What do the screens show for `CCOC(=O)c1cnn2c(N)c(C#N)cnc12`?
proKLK7 act: -4.8; TCR CD3 inh: 3; MBD2 inh: -2; TDP2 absorb: -6; SIAE primary: 2; UHRF1 MBD2 ctr: 0; DDE Tn7 FP inh: 0; LEDGF integ inh: -10; PRMT1 inh: 6; DDE Tn6 FP inh: 1

How did CCCc1cc(=O)[nH]c(SCC(=O)Nc2ccc(Br)cc2Br)n1 do in these assays?
proKLK7 act: -0.2; TCR CD3 inh: 3; MBD2 inh: -3; TDP2 absorb: 6; SIAE primary: 4; UHRF1 MBD2 ctr: -2; DDE Tn7 FP inh: -7; LEDGF integ inh: 0; PRMT1 inh: 0; DDE Tn6 FP inh: -2

What do the screens show for `COc1cccc(/C=C2/C(=O)NN(c3ccccc3)C2=O)c1`?
proKLK7 act: 0.2; TCR CD3 inh: -4; MBD2 inh: -5; TDP2 absorb: -15; SIAE primary: 2; UHRF1 MBD2 ctr: -1; DDE Tn7 FP inh: -3; LEDGF integ inh: 4; PRMT1 inh: 7; DDE Tn6 FP inh: 3

What do the screens show for `CCOC(=O)C1CCCN(CCC(=O)Nc2ccc(Br)c(C)c2)C1` (centres undefined)?
proKLK7 act: -0.1; TCR CD3 inh: 5; MBD2 inh: 3; TDP2 absorb: -9; SIAE primary: 5; UHRF1 MBD2 ctr: -1; DDE Tn7 FP inh: 5; LEDGF integ inh: 0; PRMT1 inh: -4; DDE Tn6 FP inh: 4

How did COc1ccc(C(C)=O)cc1Cn1c(C)c(C(=O)NC2CC2)sc1=O do in these assays?
proKLK7 act: -0.6; TCR CD3 inh: 7; MBD2 inh: -7; TDP2 absorb: 13; SIAE primary: 0; UHRF1 MBD2 ctr: -1; DDE Tn7 FP inh: 3; LEDGF integ inh: 2; PRMT1 inh: -2; DDE Tn6 FP inh: -7

How did O=C(Nc1nc2ncccn2c1-c1ccccc1)c1ccc(F)cc1 do in these assays?
proKLK7 act: 6.3; MBD2 inh: 3; TDP2 absorb: -11; SIAE primary: 6; UHRF1 MBD2 ctr: 0; DDE Tn7 FP inh: 9; LEDGF integ inh: -1; PRMT1 inh: -2; DDE Tn6 FP inh: 2

What do the screens show for `CN(Cc1ccccc1)S(=O)(=O)c1ccc(OCC(=O)NCc2ccncc2)cc1`?
proKLK7 act: 0.4; TCR CD3 inh: -8; MBD2 inh: 0; TDP2 absorb: -3; SIAE primary: -4; UHRF1 MBD2 ctr: 1; DDE Tn7 FP inh: 2; LEDGF integ inh: -3; PRMT1 inh: 2; DDE Tn6 FP inh: -5

Results for COc1ccccc1-c1nnc(SCC(=O)NC2CCS(=O)(=O)C2)n1CCc1ccccc1 (centres undefined) ?
proKLK7 act: -0.3; TCR CD3 inh: 0; MBD2 inh: 0; TDP2 absorb: -11; SIAE primary: -1; UHRF1 MBD2 ctr: 3; DDE Tn7 FP inh: -5; LEDGF integ inh: 0; PRMT1 inh: 0; DDE Tn6 FP inh: 3

What do the screens show for `C[C@@H]1CN([C@@H](C)CO)C(=O)c2cc(Br)cnc2O[C@H]1CN(C)S(=O)(=O)c1ccccc1`?
proKLK7 act: 0.6; TCR CD3 inh: 5; MBD2 inh: -2; TDP2 absorb: -3; SIAE primary: 1; UHRF1 MBD2 ctr: 1; DDE Tn7 FP inh: -1; LEDGF integ inh: -3; PRMT1 inh: -2; DDE Tn6 FP inh: 2

Results for CC(C(=O)NCCCc1ccccc1)n1cccc1C(=O)c1ccccc1 (centres undefined) ?
proKLK7 act: 0.0; TCR CD3 inh: 5; MBD2 inh: 2; TDP2 absorb: -3; SIAE primary: -1; UHRF1 MBD2 ctr: 0; DDE Tn7 FP inh: 5; LEDGF integ inh: 0; PRMT1 inh: 0; DDE Tn6 FP inh: 6

Results for CSCCC(NC(=O)c1cc(C(C)(C)C)oc1C)C(=O)O (centres undefined) ?
proKLK7 act: -0.1; TCR CD3 inh: 0; MBD2 inh: 2; TDP2 absorb: 5; SIAE primary: 7; UHRF1 MBD2 ctr: -5; DDE Tn7 FP inh: 2; LEDGF integ inh: 3; PRMT1 inh: -2; DDE Tn6 FP inh: -2

Results for Cc1ccc(C2C3CSCC=C3C(C#N)=C(N)C2(C#N)C#N)cc1 (centres undefined) ?
proKLK7 act: 5.7; TCR CD3 inh: 4; MBD2 inh: 4; TDP2 absorb: 9; SIAE primary: 2; UHRF1 MBD2 ctr: -1; DDE Tn7 FP inh: 5; LEDGF integ inh: 2; PRMT1 inh: 19; DDE Tn6 FP inh: 1

What do the screens show for `COc1ccc(-c2cc3nnc(-c4ccccc4)nc3s2)cc1`?
proKLK7 act: 0.1; TCR CD3 inh: -5; MBD2 inh: 6; TDP2 absorb: -4; SIAE primary: 4; UHRF1 MBD2 ctr: 3; DDE Tn7 FP inh: 6; LEDGF integ inh: 2; PRMT1 inh: 2; DDE Tn6 FP inh: -5

What do the screens show for `N/C(=N\N=C\c1ccc2c(c1)OCO2)SC1CC(=O)N(c2ccc(C(=O)O)cc2)C1=O` (centres undefined)?
proKLK7 act: -0.8; TCR CD3 inh: 4; MBD2 inh: 3; TDP2 absorb: -4; SIAE primary: -6; UHRF1 MBD2 ctr: 4; DDE Tn7 FP inh: -7; LEDGF integ inh: 5; PRMT1 inh: -4; DDE Tn6 FP inh: -4

What do the screens show for `O=C1C2C3C=CC(O3)C2C(=O)N1Cc1ccncc1` (centres undefined)?
proKLK7 act: -0.7; TCR CD3 inh: -2; MBD2 inh: 4; TDP2 absorb: 1; SIAE primary: 0; UHRF1 MBD2 ctr: 1; DDE Tn7 FP inh: 3; LEDGF integ inh: -1; PRMT1 inh: 43*; DDE Tn6 FP inh: 0

Results for O=C(O)CCC(=O)Nc1ccccc1C(=O)NCCc1ccccc1 ?
proKLK7 act: -0.2; TCR CD3 inh: 9; MBD2 inh: 6; TDP2 absorb: -6; SIAE primary: 3; UHRF1 MBD2 ctr: -3; DDE Tn7 FP inh: 5; LEDGF integ inh: -1; PRMT1 inh: 0; DDE Tn6 FP inh: -5

What do the screens show for `Cn1c(COc2nnc(-c3ccc(Cl)cc3)c3ccccc23)nc2ccccc21`?
proKLK7 act: 0.6; TCR CD3 inh: 2; MBD2 inh: -6; TDP2 absorb: 11; SIAE primary: 10; UHRF1 MBD2 ctr: -1; DDE Tn7 FP inh: 1; LEDGF integ inh: 2; PRMT1 inh: -2; DDE Tn6 FP inh: 2

What do the screens show for `C[C@H](O)[C@@H]1CN2CCc3ccc(-c4ccc5c(c4)OCO5)cc3[C@@H]2C[C@@H]1N(C)Cc1cc(Cl)cc(Cl)c1`?
proKLK7 act: -0.1; TCR CD3 inh: 9; MBD2 inh: 2; TDP2 absorb: -2; SIAE primary: -7; UHRF1 MBD2 ctr: 0; DDE Tn7 FP inh: 2; LEDGF integ inh: -3; PRMT1 inh: 0; DDE Tn6 FP inh: 3

How did CC1=NN(c2cccc(Cl)c2)C(=O)C1 do in these assays?
proKLK7 act: -0.5; TCR CD3 inh: 1; MBD2 inh: 6; TDP2 absorb: 51*; SIAE primary: 5; UHRF1 MBD2 ctr: 14; DDE Tn7 FP inh: 1; LEDGF integ inh: 2; PRMT1 inh: 3; DDE Tn6 FP inh: 11
